Screening data deposited in PubChem by several laboratories.
PrPC TRFRET = reduces human prion protein on the cell surface; 0.43% of 370,000 active; cell surface PrPC, TR-FRET read-out; AID 720596; inhibition, % at 13.8 µM; in the data active means inhibition above about 24%; further: 0% = median of the test wells and 100% = reference compound wells
BoNT A protease = blocks Botulinum neurotoxin A light chain protease; inhibition, % at 10 µM; AID 588499; 0.17% of 360,000 active; multiplex microsphere protease substrate cleavage, flow cytometry; further: plate controls were buffer without enzyme for full effect and enzyme alone for no effect
Anthrax LF prot = inhibitors of Bacillus anthracis lethal factor protease; P15917; multiplex microsphere protease cleavage assay, LF; inhibition, % at 10 µM; 0.12% of 360,000 active; AID 588501; further: plate controls were buffer without enzyme for full effect and enzyme alone for no effect
PriA SSB inh = blocks PriA binding to SSB C-terminal tail; AlphaScreen SSBct-PriA binding, biotinylated peptide; inhibition, % at 33 µM; 0.6% of 430,000 active; AID 1272365; in the data active means inhibition mostly above about 37%, no sharp cut-off; inactive means mostly below about 20%;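 further: plate controls were negative control peptide for no effect and reference peptide for full effect; strong numbers were not always called active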
BH1578 lux ind = quorum light induction in luxS cqsA deficient V. cholerae | AID 588436 | activation, % at 18.7 µM | 0.16% of 350,000 active | V. cholerae BH1578 lux reporter, luminescence, 6 h; in the data active means activation mostly above about 9.7%, no sharp cut-off; inconclusive means no clear call, values can overlap the other calls; inactive means mostly below about 3.7%; further: not every result past the cut was called active; inactives centre near 0; reference of the scale not given here
PfHsp40 yeast = rescue of PfHsp40-mediated yeast toxicity | S. cerevisiae expressing PfHsp40, growth rescue, ATP luminescence | growth rescue, % at 12.5 µM | 0.68% of 340,000 active | AID 504582; in the data active means growth rescue above about 28%, passing the limit was not always enough; inconclusive means no clear call, values can overlap the other calls;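 further: yeast W303a lacking pdr1 and pdr3 grown in galactose medium; growth measured after three days at 30 °C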
TcdB GH inh = TcdB glycohydrolase inhibition; P18177; TcdB glycohydrolase enzymatic assay, plate reader; inhibition, % at 9.99 µM; 0.24% of 350,000 active; in the data active means inhibition above about 10%
3CLpro inhibitor = SARS-CoV 3CLpro protease inhibition | P0C6X7 | 0.14% of 290,000 active | recombinant SARS-CoV 3CLpro, quenched FRET peptide cleavage | AID 1706 | inhibition, % at 6 µM; in the data active means inhibition above about 12%
Yp Topo-I inh = blocks Yersinia pestis topoisomerase I activity | Y. pestis Topo-I cleavage product accumulation, plate reader | activity, % at 10 µM | 0.064% of 360,000 active | AID 504884; in the data active means activity above about 50%, passing the limit was not always enough; inconclusive means no clear call, values can overlap the other calls; further: inactives centre near 2
An asterisk follows results filed as active; i = inactive; ? = inconclusive; / = no result given; & = joins results of further samples. Unless noted, no stated cut-off is given here; in the data, active means inhibition above about 30%; inconclusive means no clear call, values can overlap the other calls; inactive means below that. An excerpt; the hit share may differ from the screen's.

Each structure is followed by: PrPC TRFRET, BoNT A protease, Anthrax LF prot, PriA SSB inh, BH1578 lux ind, PfHsp40 yeast, TcdB GH inh, 3CLpro inhibitor, Yp Topo-I inh
> CCN(c1ccccc1)S(=O)(=O)c1ccc2c(c1)N(C(C)=O)CCS2
→ -5, -0.9, 0, 1, i, -0.6, -1.2, -1, 11
> COC(=O)c1ccccc1NC(=O)c1cc[n+]([O-])cc1
→ -2, 0.4, 1, -15, i, -0.4, 2.1, 1, 2
> CN1CCC(OC(=O)c2cccc(Cl)c2)CC1
→ -5, -0.5, 1, 3, -0.5, 1.7, 0.6, -6, 4
> Cc1nc(N)[nH]c(=O)c1CCCNc1ccc(CCCCC2(CCl)OCCO2)cc1
→ -1, 0.6, -8, -12, i, 1.0, 1.7, /, 5
> O=C(NC(N1CCCC1)C(Cl)(Cl)Cl)c1ccccc1 (stereo not given)
→ -3, -0.8, -2, 6, i, -0.1, /, -1, -3
> COc1cc(O)c(C(CC(=O)N2CCN(c3ccccc3)CC2)c2cc(OC)c(OC)c(OC)c2)c(OC)c1 (stereo not given)
→ 4, -0.2, -3, 3, -0.3, 0.2, /, /, 4
> COc1cccc(C(=O)NCC(=O)n2nc(C)cc2C)c1
→ -7, 0.4, -1, -18, /, -0.9, /, 2, 2
> COc1nccc(Nc2ccccc2)c1C#N
→ 4, -0.2, -1, -16, 6.1, 2.7, /, 2, 1
> CCOC(=O)c1c(SCCN2CCCC2)n(-c2ccccc2)c(=S)n(-c2ccccc2)c1=O
→ -10, -0.3, -3, -20, i, 0.6, 1.3, /, 1
> CCCC1(CC(C)CC)C(=O)NC(=O)NC1=O (stereo not given)
→ 8, 0.2, -3, /, i, /, 0.8, /, 5
> COc1ccc(CCNc2cc(C)nc3c(-c4ccccc4)cnn23)cc1OC
→ 3, -1.3, -2, -62, -0.4, 1.8, 2.3, -1, 16
> CCC(=O)Nc1cccc2ccccc12
→ 0, -0.1, -4, -15, 1.7, -1.3, 1.1, -3, 0
> CC(=O)N1CCN(c2ccc(S(=O)(=O)N3CCCCC3)cc2[N+](=O)[O-])CC1
→ -8, -0.3, 4, -15, i, 0.9, 1.2, /, 8
> Cn1ncc(N=Cc2c(O)ccc3ccccc23)c1C(=O)Nc1cccc(Cl)c1
→ -2, 0.6, -7, -6, 1.8, 0.5, 0.7, 3, 1
> CC(C)Cc1cc(C(=O)NCc2ccco2)no1
→ -2, 0.1, -8, 96*, -0.2, -0.4, 0.7, 5, 10

Each structure is followed by: PrPC TRFRET, BoNT A protease, Anthrax LF prot, PriA SSB inh, BH1578 lux ind, PfHsp40 yeast, TcdB GH inh, 3CLpro inhibitor, Yp Topo-I inh
> CC(C)(C)c1ccc(-n2ncc3c2CCCC3NC(=O)CCn2cncn2)cc1 (stereo not given)
→ 0, -2.8, 2, -3, -0.3, 1.4, 0.4, 2, 16
> CCC1(CC)Cc2ccccc2C(=O)N1
→ -5, ?, -3, -9, 0.6, -1.2, 2.0, -3, 0
> COC(=O)[C@]1(Cc2ccccc2)N[C@H](c2ccc(-c3ccc4c(c3)OCO4)cc2)[C@@H]2C(=O)N(C)C(=O)[C@@H]21
→ 3, -0.6, -8, 5, -0.4, -1.4, 0.7, /, 11
> Cc1ccccc1NC(=O)c1nc(S(C)(=O)=O)ncc1Cl
→ 4, 1.1, 7, -8, -0.7, 2.3, 1.1, 2, 5
> COC(=O)c1nc2ccccc2s1
→ -1, 1.3, 0, -10, 3.7, -2.5, /, 1, -4
> O=C(CN1CCCC1)Nc1ccc(NC(=O)Nc2ccccc2Cl)cc1
→ -5, -0.8, 5, -3, 0.6, -0.1, /, -3, -5
> Cc1cnc(C)c(N2CCN(Cc3cn(C)nc3-c3cccc(Cl)c3)CC2)n1
→ -9, -0.6, -2, 18, /, -0.9, 1.6, 2, 20
> NC(=O)COC(=O)/C=C/c1ccccc1[N+](=O)[O-]
→ -10, 0.1, -4, -11, -3.1, -0.8, 0.9, 1, -5
> Cc1nnc(SCC2CCCO2)n1-c1ccccc1 (stereo not given)
→ -1, -0.3, -3, -2, -0.2, -0.8, 0.8, -8, 2
> C#CCNC(=O)C1=C[C@H](c2ccc(Br)cc2)[C@@H](CCCO)[C@H](OCC)O1
→ 5, 0.5, 1, -1, i, 0.4, 1.6&0.4, 0, 17
> COCc1ccc(CN2CCC(n3nccc3NC(=O)C(OC)c3ccccc3)CC2)o1 (stereo not given)
→ -1, -0.7, -4, -13, i, -1.0, -9.4, 5, 6
> Cc1ccc(C(=O)CC(C(=O)O)P(=O)(c2ccccc2)c2ccccc2)cc1 (stereo not given)
→ 0, 0.1, 0, -10, -0.3, -0.1, -0.3, 2, -4
> Cn1c(O)c(/C=C/C=Nc2ccccc2)c(=O)n(C)c1=O
→ -1, 0.0, -1, /, -0.3, -1.7, /, -1, 3
> Cc1oc(-c2ccc3c(c2)OCCO3)cc1C(=O)NCC(=O)O
→ -1, -0.7, 5, -8, -0.3, -0.6, 0.9, -1, 34
> O=C(N/N=C/c1cccc([N+](=O)[O-])c1)C1CC1c1ccccc1 (stereo not given)
→ -3, 1.7, -4, /, -0.1, -0.6, /, 1, 3

Each structure is followed by: PrPC TRFRET, BoNT A protease, Anthrax LF prot, PriA SSB inh, BH1578 lux ind, PfHsp40 yeast, TcdB GH inh, 3CLpro inhibitor, Yp Topo-I inh
> Cc1ccc2cc3c(NS(=O)(=O)c4cccc5nonc45)nn(CC(C)C)c3nc2c1
→ -3, 2.8, 1, -4, -0.3, 2.5, -0.4, 10, -1
> O=C(COc1ccc(Cl)cc1)NCC(=O)N1CCC2(CC1)NCCc1[nH]cnc12
→ 4, 0.8, 1, 8, -0.2, -1.4, 2.1, 3, 2
> CCCCc1nc2cc(C(=O)N3CCC(OC)CC3)ccc2o1
→ -4, 0.1, 0, -10, -2.5, -0.5, 1.9, -3, 3
> Cc1ccccc1-c1nc(CS(=O)CC(=O)NCCc2ccc(Cl)cc2)c(C)o1 (stereo not given)
→ -3, -0.9, -3, 3, 1.5, -0.5, -0.4, -1, -7
> CS(=O)(=O)n1nc(OC(=O)c2cc(Br)ccc2Cl)cc1N
→ 4, -0.3, 0, 10, -0.6, 0.6, 0.1, -2, 1
> CCOc1ccccc1OCC(=O)OC(C)C(=O)Nc1ncc(Cl)cc1Cl (stereo not given)
→ 2, -3.2, 2, 2, i, -1.9, 0.4, /, 6
> CC(Cc1ccccc1)NCc1ccccc1O (stereo not given)
→ -2, 0.5, -6, 7, -0.2, 0.2, -1.8, 2, 2
> Cc1ccc2c(c1)C(=O)N1[C@H]3c4ccccc4OC[C@@H]3[C@H](c3ccccc3)[C@]1(C)C(=O)N2
→ /, -0.2, 3, 17, i, 128*, /, /, 10
> COc1ccc(C(C(=O)NC2CCCC2)N(Cc2cccnc2)C(=O)Cc2cccs2)cc1OC (stereo not given)
→ -1, 0.9, -1, -18, -0.2, -0.3, 1.4, 1, 1
> COc1ccccc1OCC(=O)Nc1cc(NC(=O)COc2ccccc2OC)cc(C(=O)O)c1
→ 4, -1.5, -3, -9, i, 0.5, 0.1, -2, 15
> CC[C@H](C)[C@H](NC(=O)OCc1ccccc1)C(=O)OCC(=O)N1CCN(c2ccc(F)cc2)CC1
→ 7, 0.3, -8, -8, i, 2.4, 1.5, /, 19
> COc1ccc(C(=O)N2N=C3CC(C)(C)OCC3C2c2ccccc2)cc1 (stereo not given)
→ -1, -1.6, 0, -8, -0.7, 0.0, 1.4, 1, -5
> C=CCNC(=O)c1c(Cl)nc(C)c([N+](=O)[O-])c1C
→ -6, -0.3, 1, -1, 1.5, -0.6, /, -2, -2
> O=C(Nc1ccccc1)NC1(C(=O)NCc2cccs2)CCCCC1
→ 0, 0.2, 1, -15, i, 0.6, /, 5, 7
> CCN(CC)c1ccc(NC(=O)CN2CCN(S(=O)(=O)c3cc(Cl)ccc3OC)CC2)cc1
→ 5, 0.0, 0, 52, i, -0.9, /, -1, 0

Each structure is followed by: PrPC TRFRET, BoNT A protease, Anthrax LF prot, PriA SSB inh, BH1578 lux ind, PfHsp40 yeast, TcdB GH inh, 3CLpro inhibitor, Yp Topo-I inh
> Cc1cccc(C)c1-n1nnnc1C(c1ccnc2ccccc12)N1CCN(CCN(C)C)CC1 (stereo not given)
→ -3, 0.7, -9, /, /, /, -5.3, /, /
> CCCNC(=O)C(Cc1cccc(Br)c1)NC(=O)c1ccc(C#N)cc1 (stereo not given)
→ 5, 0.6, 4, 7, 4.0, -1.9, /, /, 15
> Cc1nn(Cc2ccc(Cl)cc2)c(C)c1NC(=O)c1cc(-c2ccco2)on1
→ 32*, -1.1, -1, -7, i, 0.1, /, 3, -3
> Cc1ccc(NC(=O)CNCc2ccccn2)cc1S(=O)(=O)N(C)C
→ -3, -2.0, -7, 18, i, -0.5, 1.3, 1, 1
> Cc1ccc(C(=O)N2CCN(c3ccccn3)CC2)cc1
→ 4, -2.4, -4, -2, -0.1, -0.2, 0.6, 0, 1
> COc1cc2ccccc2cc1C(=O)Nc1nccs1
→ -11, -0.1, 5, -11, -0.2, -0.7, 0.7, 3, 11
> COc1ccc(/C=C/c2nnc(NC(=O)CC(C)C)s2)cc1
→ 6, -0.5, -5, -4, -0.5, -0.7, 0.0, 0, 2
> COc1cccc(NC(=O)Cn2cnc3sc(C)c(S(=O)(=O)N4CCN(C)CC4)c3c2=O)c1
→ -6, -1.1, 2, -11, -11, 1.3, /, 0, 3
> Cc1ccc(NC(=O)CN(C)Cc2nc3ccccc3c(=O)[nH]2)c(Br)c1
→ -1, -0.4, 0, -7, -5.0, -0.5, /, -3, 10
> CC1CCCC(NC(=O)Cc2ccc(Br)cc2)C1C (stereo not given)
→ -3, -1.1, 0, -13, -0.2, -0.8, /, 5, 0
> Cc1ccccc1OCCOC(=O)c1cc(S(=O)(=O)N2CCCCC2)ccc1N1CCOCC1
→ 14, -1.0, -9, -4, i, 2.1, 1.5, /, 9
> NC(=NCc1ccc2c(c1)OCO2)NC(=O)c1ccccc1
→ 0, 6.2, -8, -6, -0.5, 1.0, 1.3, 5, -6
> CN1C(=O)C(O)(C2CCCCCC2=O)c2ccccc21 (stereo not given)
→ -4, 1.2, -7, -2, 0.5, -0.9, 0.3, -5, 6
> Cc1cc(-c2ccccc2)nc(N/N=C/c2cccnc2)n1
→ 4, 1.6, -5, /, -0.1, 0.5, -0.2, -2, 7
> CCCCN(C)C(=O)c1ccc2c(c1)N(CC)C(=O)c1ccccc1S2=O (stereo not given)
→ -3, -0.2, -14, 4, i, 0.6, 0.5, -1, 0

Each structure is followed by: PrPC TRFRET, BoNT A protease, Anthrax LF prot, PriA SSB inh, BH1578 lux ind, PfHsp40 yeast, TcdB GH inh, 3CLpro inhibitor, Yp Topo-I inh
> Cc1cccc(C(=O)Oc2ccc(/C=N/O)cc2)c1
→ -2, -0.1, 2, /, -3.6, -0.5, 2.6, 3, 15
> O=c1[nH]cc(C=NNc2ccccc2)c(=O)[nH]1
→ 3, -0.1, 3, /, /, /, 0.2, /, /
> O=S(=O)(NCc1ccccc1)c1ccc2c(c1)OCCO2
→ 1, 1.3, 1, -8, -2.0, 1.3, /, 0, -5
> CCC(=O)Nc1nnc(Cc2ccccc2)s1
→ 13, -0.5, -5, -9, -1.0, 0.4, /, -5, -5
> Cc1nc(CC(=O)Nc2nccs2)cs1
→ -6, 1.8, -1, 0, i, -0.7, 1.3, 0, 2
